MC4R antagonist: antagonists of human melanocortin 4 receptor (MC4R); P32245; MC4R-expressing cells, MTII-stimulated cAMP, LANCE TR-FRET; inhibition, % at 6.5 µM; 0.48% of 360,000 active; AID 540295;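 active = inhibition above its plate's cutoff, the mean of tested wells on that plate plus 3 SD, cut at about 29% in these data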;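 note: 0% = Melanotan II alone and 100% = Melanotan II plus saturating MCL0020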
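Material: U2OS-MC4R stable cell line | Reagent: Melanotan II challenge after compound preincubation | Doses: One concentration, 6.5 µM nominal | Incubation: 30-min compound preincubation, 1-h Melanotan II challenge, 1-h detection, room temperature | Signal: TR-FRET cAMP assay | Replicates: One well per compound, no replicates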
NOD2 RIPK2 PPI: inhibitors of human NOD2-RIPK2 interaction; O43353; CHO BLA complementation NOD2-RIPK2, CCF4 ratio; inhibition, % at 4.98 µM; 0.38% of 360,000 active; in the data active = inhibition above about 21%;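 note: 0% = vehicle only and 100% = reference blocker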
ABHD5-PLIN5 inh: ABHD5-PLIN5 protein interaction inhibition; Q00G26+Q8WTS1; Split G. princeps luciferase complementation, luminescence, 4 h; inhibition, % at 4 µM; 0.78% of 360,000 active; AID 602281;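 active = inhibition above the mean inhibition across every tested compound plus 3 SD, cut at about 22% in these data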;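 note: 0% = DMSO only wells and the 100% control is not disclosed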
Cardio protect: myocardial damage modulation in H9c2 cells | AID 588492 | H9c2 cardiomyocytes, H2O2 injury protection, ATPLite, 2 h | protection from H2O2 cell death, % at 20 µM | 0.63% of 360,000 active;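 active = compounds giving at least 50% protection of heart cells from peroxide-induced death in the single-dose screen, raw or plate-pattern-corrected value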;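 note: 0% = DMSO wells with peroxide and 100% = DMSO wells without peroxide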
Glyco luc inh: N-linked glycosylation inhibition | D54 ERlucT glycosylation luciferase reporter, 24 h; percent of 100 nM tunicamycin response | reporter increase, % at 12.5 µM | 0.23% of 360,000 active;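 active = mean luciferase reporter signal, scaled so untreated is 0 and the glycosylation-blocking control 100, at or above a set limit in every replicate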;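 note: luciferase carries N-glycosylation sites so blocking glycosylation raises the light; 0% = median of neutral control wells and 100% = median of 100 nM tunicamycin wells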
ABCB6 inh MLPCN: human ABCB6 transporter inhibition; Q9NP58; K562-ABCB6 porphyrin accumulation, flow cytometry, 1 h; active compounds read low; fluorescence ratio to DMSO, % at 10 µM; 0.19% of 360,000 active;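 active = fluorescence ratio to DMSO below 75%, the collection mean minus 3 SD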;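 note: signal is porphyrin accumulated inside mitochondria; 100% equals median channel fluorescence of DMSO control wells; lower ratio means ABCB6 inhibition with less porphyrin fluorescence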
Target sequence (Q9NP58 whole entry, looked up): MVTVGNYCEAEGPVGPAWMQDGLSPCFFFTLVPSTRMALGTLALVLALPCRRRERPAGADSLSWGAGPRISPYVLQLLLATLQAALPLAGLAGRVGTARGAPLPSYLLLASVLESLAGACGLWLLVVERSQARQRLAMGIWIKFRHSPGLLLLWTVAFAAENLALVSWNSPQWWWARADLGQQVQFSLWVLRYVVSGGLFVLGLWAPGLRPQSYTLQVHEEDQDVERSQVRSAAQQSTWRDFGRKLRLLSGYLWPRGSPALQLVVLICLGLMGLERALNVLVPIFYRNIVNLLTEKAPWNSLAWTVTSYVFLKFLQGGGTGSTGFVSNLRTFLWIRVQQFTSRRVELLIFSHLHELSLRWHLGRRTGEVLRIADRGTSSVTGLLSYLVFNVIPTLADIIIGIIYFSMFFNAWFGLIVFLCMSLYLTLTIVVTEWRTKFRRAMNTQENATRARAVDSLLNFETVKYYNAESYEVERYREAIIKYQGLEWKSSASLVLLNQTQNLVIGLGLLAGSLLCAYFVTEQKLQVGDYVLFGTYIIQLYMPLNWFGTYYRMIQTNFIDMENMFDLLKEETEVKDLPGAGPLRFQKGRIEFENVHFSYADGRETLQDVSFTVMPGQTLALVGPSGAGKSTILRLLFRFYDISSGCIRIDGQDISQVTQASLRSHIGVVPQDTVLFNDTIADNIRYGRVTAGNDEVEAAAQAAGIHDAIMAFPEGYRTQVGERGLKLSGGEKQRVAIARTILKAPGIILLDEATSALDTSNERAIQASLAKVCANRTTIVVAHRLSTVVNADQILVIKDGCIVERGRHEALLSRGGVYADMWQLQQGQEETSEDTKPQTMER
MC4R barr agon: agonists of human melanocortin 4 receptor (MC4R) beta-arrestin; P32245; U2OS MC4R beta-arrestin complementation, luminescence; percent of melanotan II response, DMSO zero; activation, % at 8.9 µM; 0.98% of 360,000 active;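 active = activation above a per-plate cutoff, the mean activation of sample wells on that plate plus 3 SD, cut at about 8% in these data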
TLR9-MyD88 inh: blocks human TLR9 binding to MyD88 | AID 504734 | 0.21% of 340,000 active | Q9NR96+Q99836 | CHO BLA complementation TLR9-MyD88, CCF4 FRET ratio | inhibition, % at 4.98 µM;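 active = inhibition above the mean over all tested compounds plus 3 SD, cut at about 21% in these data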;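 note: 0% = DMSO only wells and 100% = clavulanate BLA inhibitor control wells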
HTR2A ag: mouse HTR2A agonism via beta-arrestin recruitment; 0.66% of 360,000 active; activation, % at 7.6 µM; CHO-K1 mHTR2A beta-arrestin complementation, luminescence; percent of 30 µM serotonin response; P35363;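 active = activation above a run cutoff, the mean activation of all tested compounds plus 3 SD, cut at about 14% in these data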;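 note: 0% = plate median of compound wells and 100% = 30 µM serotonin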
NCOA2 inhibitor: inhibits human steroid receptor coactivator 2; Q15596; HEK293 GAL4-SRC2 luciferase reporter, luminescence; AID 651957; 0.17% of 370,000 active; inhibition, % at 9 µM;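 active = inhibition above the mean inhibition of all tested compounds plus 3 SD, set per campaign, cut at about 52% in these data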;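 note: 0% = DMSO treated cells and 100% = cells given Gossypol at 36 µM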
* marks the source's active call; other numbers are inactive results; . = no result given. Not all compounds are listed; rates above refer to the full screens.

SMILES	MC4R antagonist	NOD2 RIPK2 PPI	ABHD5-PLIN5 inh	Cardio protect	Glyco luc inh	ABCB6 inh MLPCN	MC4R barr agon	TLR9-MyD88 inh	HTR2A ag	NCOA2 inhibitor
CCOC(=O)C(=O)N(C)c1c(CC)nc2c(OCc3ccc(OC)cc3)cccn12	9.2	-3.1	-10.2	8.5	1.5	100.0	-1.2	.	-3.6	-47.7
O=C(NCCc1ccccc1)c1ccc(CS(=O)(=O)c2ccc(Cl)cc2)o1	4.3	0.8	3.3	2.7	-4.6	93.0	-0.1	-6.4	-2.1	-4.5
CCOC(=O)[C@]12CCC=C1N(Cc1cccc3ccccc13)C(=O)[C@H](CC(=O)N1CCOCC1)C2	.	-4.8	-5.4	.	.	95.0	.	.	1.3	-5.7
NC(=O)c1ccc(OCC(F)(F)C(F)(F)C(F)(F)C(F)(F)C(F)(F)C(F)F)cc1	-6.0	-7.0	-8.9	-7.7	-2.3	103.0	0.2	1.4	-5.3	-2.3
Cc1ccc(CNC(=O)CN2C(=O)NC(C)(c3ccccc3Cl)C2=O)cc1 (stereo not given)	3.2	-6.1	-0.2	9.8	-0.4	99.0	0.4	-8.8	-3.0	-2.4
CCCNC(=O)Nc1cc(OC)c(OC)cc1Cc1nccc2cc(OC)c(OC)cc12	-4.3	-8.7	-2.5	0.6	-0.3	93.0	0.4	3.2	6.5	-38.2
CCOC(=O)N1CCN(c2ncnc3c2cnn3-c2ccc(OC)cc2)CC1	20.3	-7.9	-2.0	-4.3	-1.8	95.0	2.0	-11.9	6.7	4.0
Cc1ccc([C@H]2C[C@H](O)[C@@H](n3cc(COC(=O)c4ccccc4)nn3)CN2C(=O)C2CCCCC2)cc1	10.2	-15.0	-15.2	-2.2	3.7	98.0	9.8*	-6.3	0.1	25.3
O=C(Nc1ccc2oc(-c3ccccc3)nc2c1)c1ccncc1	4.6	-2.9	6.9	7.3	-2.1	94.0	-0.3	-1.7	0.6	-35.8
Cc1ccc(C)c(NC(=O)CN2C(=O)NC(C)(c3ccc4c(c3)OCCO4)C2=O)c1 (stereo not given)	4.5	9.6	-6.1	-4.0	1.9	95.0	-4.7	1.3	12.9	2.8
CCOC(=O)N1CCC(NC(=O)c2ccc3c(c2)N(Cc2ccccc2)CCS3)CC1	12.2	-19.7	-0.4	-0.6	-1.1	96.0	-0.8	-1.4	-2.5	3.3
CCn1cc2nc(SCC(=O)Nc3ccc(OC)cc3OC)n(Cc3ccc(OC)cc3)c(=O)c2n1	-2.5	-1.6	-7.1	2.9	18.0	97.0	-0.2	9.1	-5.0	3.7
Cc1ccc(-c2noc(CN(C(=O)c3cccs3)C(C)C)n2)cc1	-2.7	1.1	-5.3	-6.0	-1.5	97.0	2.2	7.5	-2.3	7.9
CCN(CC(=O)NC1CCS(=O)(=O)C1)S(=O)(=O)c1ccc(Br)cc1 (stereo not given)	9.0	3.6	-10.5	4.6	0.1	97.0	-0.9	-0.7	-1.7	-1.5
Cc1nc2ccc(S(=O)(=O)c3ccc4nc(C)[nH]c4c3)cc2[nH]1	4.8	-12.0	-9.0	-0.1	0.0	106.0	-2.4	1.0	-6.9	-17.4

Continuation.
SMILES	MC4R antagonist	NOD2 RIPK2 PPI	ABHD5-PLIN5 inh	Cardio protect	Glyco luc inh	ABCB6 inh MLPCN	MC4R barr agon	TLR9-MyD88 inh	HTR2A ag	NCOA2 inhibitor
COc1cccc(CN(C)C(=O)c2ccc(NC(=O)CC3SC(N4CCCCC4)=NC3=O)cc2)c1OC (stereo not given)	9.2	-13.3	2.5	4.1	1.1	95.0	0.0	3.9	4.8	-43.3
COc1c(N2CCN(C(=S)Nc3ccccc3F)C(C)C2)c(F)cc2c(=O)c(C(=O)O)cn(C3CC3)c12 (stereo not given)	6.6	-0.6	-12.2	-0.5	12.4	99.0	-1.9	-7.3	0.6	-6.7
COC(=O)c1cc2c(ccn2-c2ccc(F)cc2)n1C(C)C	6.2	-8.1	-13.4	-14.9	-2.2	98.0	-0.4	9.4	-5.0	7.7
O=C(N/N=C/c1ccc(F)cc1)c1cccc(NC(=O)c2ccc(F)cc2)c1	-0.2	-5.6	-1.0	14.1	3.9	100.0	41.5*	2.5	-5.9	-42.8
Cc1ccc(S(=O)(=O)NCC(=O)OCC(=O)NCc2ccc(F)cc2)cc1	34.3*	-1.1	-2.6	-1.0	-0.6	103.0	-1.6	1.1	-1.4	-3.2
CCCCCOc1ccc(/C=N/NC(=O)c2nnn(-c3nonc3N)c2CN2CCCCCC2)cc1	12.7	-2.2	3.9	-7.8	-1.4	99.0	-0.9	1.2	1.3	2.2
O=[N+]([O-])c1cccc2c(N3CCCC3)ccnc12	-7.5	-5.2	-5.2	-14.2	1.9	102.0	0.8	-1.3	-0.5	33.5
Cc1nc(SCC(=O)Nc2nccs2)c(C#N)c(C)c1C	-1.4	1.7	-2.4	-17.7	-20.0	99.0	4.4	-11.6	-1.3	14.0
Cn1c(=O)oc2cc(S(=O)(=O)N3CCCC(C(=O)NC4CCCc5ccccc54)C3)ccc21 (stereo not given)	7.2	-7.1	-1.6	2.0	-11.8	96.0	-1.2	-5.2	0.8	6.4
COc1cccc(=O)c2c(C)n(-c3cc(C)cc(C)c3)c(C)c12	1.3	-0.9	-9.6	1.7	2.6	114.0	-1.6	1.8	-1.2	-8.1
CCN1C(=O)C(Cc2nc3ccccc3c(=O)n2C)c2ccccc21 (stereo not given)	10.7	-2.7	-6.5	17.5	0.2	86.0	-0.2	-1.4	2.2	-6.8
CCN(Cc1ccccc1)S(=O)(=O)c1ccc(F)cc1	5.2	-1.2	9.5	0.2	-0.5	102.0	2.9	4.3	1.4	-13.8
Cc1cc(S(=O)(=O)NCc2ccccc2)ccc1OCC(=O)NCc1ccccn1	5.7	-0.6	-2.9	-1.2	-1.0	100.0	-0.5	-6.6	3.4	-19.6
CCN=C1S/C(=C\c2ccc(O)c(OCC)c2)C(=O)N1CC	3.9	-2.6	-8.8	-1.5	6.0	99.0	4.8	-2.0	2.1	-28.7
CCOc1ccc(S(=O)(=O)N2CCN(Cc3ccco3)CC2)cc1	-1.8	-10.0	1.1	-3.2	-0.3	104.0	-3.8	-1.8	4.1	13.2

The list goes on:
SMILES	MC4R antagonist	NOD2 RIPK2 PPI	ABHD5-PLIN5 inh	Cardio protect	Glyco luc inh	ABCB6 inh MLPCN	MC4R barr agon	TLR9-MyD88 inh	HTR2A ag	NCOA2 inhibitor
O=C(O)CCCc1nc(-c2ccc(Cl)cc2)no1	1.7	-10.7	-3.3	9.1	0.5	98.0	0.3	3.4	-2.4	39.5
COc1ccc2[nH]c(=O)c(CN(C3CCCCC3)C(c3nnnn3Cc3ccco3)C(C)C)cc2c1 (stereo not given)	-3.5	-4.6	46.2*	94.8*	-0.3	89.0	-0.9	-5.9	-0.6	.
CC(C)(C)OC(=O)N1Cc2cc3ccccc3nc2C1	-1.1	-8.1	2.1	-10.3	-3.5	100.0	0.1	5.5	-0.5	-40.9
O=S1(=O)CC2SC(=S)N(Cc3ccccc3)C2C1 (stereo not given)	8.5	-3.4	2.6	1.7	1.1	102.0	0.2	.	10.5	4.0
CCOc1cccc(C(=O)Nc2ccc(NC(=O)c3ccccc3)c(C)c2)c1	12.7	-1.4	10.5	3.5	3.3	103.0	-0.1	-1.5	-2.0	-15.0
CC(C)CN(CC(C)C)S(=O)(=O)N1CCC(C(=O)NCc2cccnc2)CC1	13.5	5.8	6.2	1.3	2.3	89.0	-1.2	4.0	-0.5	-4.8
NS(=O)(=O)OCC(Cc1ccccc1)N1C(=O)c2ccccc2C1=O (stereo not given)	8.2	6.2	-2.3	26.5	0.1	97.0	-2.1	-0.2	0.6	3.6
Cc1c(C)n(CCCN(C)C)c2ncnc(Nc3ccc(F)cc3)c12	-1.5	-4.1	-4.1	8.1	-0.5	98.0	-2.4	-3.5	-9.6	-27.2
COc1ccc(NC(=O)CN(C)C(=O)C(CCSC)NC(=O)c2ccccc2)cc1 (stereo not given)	7.0	7.7	0.5	3.2	-0.4	93.0	-1.4	5.1	6.9	15.1
CC(=O)NCc1nc2ccccc2n1Cc1ccccc1F	-2.0	-10.6	2.7	2.1	-0.2	94.0	-0.7	-3.8	5.4	-4.4
O=C(CCCC(=O)N(c1cccc(F)c1)C(C(=O)NC1CCCC1)c1ccc(O)cc1)Nc1ccccn1 (stereo not given)	14.4	11.3	2.0	3.2	2.9	98.0	-3.2	5.6	-0.2	-38.6
O=C(CO/N=C/c1c(Cl)cccc1Cl)NNC(=O)c1cccc(Cl)c1	3.4	4.4	-7.6	-0.5	0.2	100.0	-1.3	7.7	3.1	-7.4
CCc1nc2ccccc2[nH]c1=O	-0.6	-2.4	2.6	21.8	4.2	96.0	-1.8	-9.5	5.0	-14.6
CC(Sc1nc2c(c(=O)[nH]1)CCCC2)C(=O)Nc1ccc(Br)cn1 (stereo not given)	10.8	-9.4	11.9	1.3	1.7	100.0	1.4	-14.3	-5.6	0.7
CCc1nnc(SCC(=O)Nc2ccccc2Cl)nc1CC	0.9	-8.5	0.0	-1.3	-2.7	103.0	-0.5	2.3	-1.8	-33.5

Carrying on:
SMILES	MC4R antagonist	NOD2 RIPK2 PPI	ABHD5-PLIN5 inh	Cardio protect	Glyco luc inh	ABCB6 inh MLPCN	MC4R barr agon	TLR9-MyD88 inh	HTR2A ag	NCOA2 inhibitor
CCc1c(C)c(C#N)c2[nH]c3ccccc3n2c1=S	16.9	14.1	-11.9	-14.2	-2.8	99.0	-2.1	1.9	4.4	2.0
Fc1cccc(Cl)c1CNCc1ccccc1Cl	5.6	-3.9	-5.8	6.4	-1.6	101.0	5.2	-0.1	0.3	-13.6
COc1ccc(N2CCN(C(=O)C3COc4ccccc4O3)CC2)cc1 (stereo not given)	0.8	-7.2	1.5	20.8	-1.1	92.0	1.0	-0.7	-2.4	17.8
COc1ccc(O)c(C(=O)c2cc(C(=O)NCCc3ccccc3)c(=O)n(CCc3ccccc3)c2)c1	9.3	-14.1	-2.2	15.9	-9.7	96.0	-3.3	10.2	-4.9	-11.2
CCSc1nnc(-c2ccc(S(=O)(=O)N3CCOCC3)cc2)n1CC1CCCO1 (stereo not given)	3.0	-8.2	4.3	-1.3	2.4	100.0	0.1	1.0	0.6	-0.4
C[C@@H]1CN([C@H](C)CO)C(=O)CCCn2cc(nn2)CO[C@H]1CN(C)C(=O)c1ccc(N2CCN(C)CC2)cc1	.	-10.1	3.1	0.2	2.7	96.0	.	.	-1.2	-5.3
O=C(CCCCC(=O)OC1CCCCC1)OC1CCCCC1	-2.5	-5.7	1.4	-0.8	2.1	101.0	0.0	-4.1	0.9	1.3
O=C(CN1CCOCC1)N1N=C(c2cccs2)CC1c1cccs1 (stereo not given)	11.2	-5.5	2.3	1.9	-2.4	96.0	-3.2	-0.6	-5.5	-21.7
O=C(CC(=O)N/N=C/c1c(Cl)cccc1Cl)NCc1cccnc1	0.6	-6.3	3.1	5.1	0.1	101.0	-0.5	-1.5	-1.3	0.5

Bioassay records from PubChem.
